Screening results (PubChem BioAssay)
Pf Dd2 inh: blocks in vitro growth of P. falciparum Dd2; P. falciparum Dd2 growth, SYBR Green, 72 h; Potency, µM (titrated, usually from 28.9 µM), for the others: at the highest dose activity, negative = inhibition, hits mostly inhibitors; 120,000 tested, 4.3% active; AID 1347417; active = well fitted inhibition curve with a large enough effect; inconclusive = small, poorly fitted or top-dose-only effect; inactive = no such curve, though single readings can be large or run the other way;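 note: plate controls were DMSO vehicle for no effect and reference drug for full effect; nearly all actives have a fitted effect of over 65% in size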
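Infected erythrocytes (Dd2, 0.3% parasitemia, 2.5% hematocrit final) are added to compound in RPMI-1640/Albumax II medium, grown 72 h at 37C in low oxygen, then lysed with saponin/Triton-X containing SYBR Green and read by fluorescence.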
The depositor's hits bear a star; i = inactive; ? = inconclusive; [ ] = remark or other dose. Potency is the fitted concentration of half-maximal effect.

item | mol | Pf Dd2 inh
1 | CCn1ncc(N2CCC(NC(=O)Cc3ccsc3)CC2)cc1=O | -5.3%
2 | COc1cccc(CNC(=O)CCc2nnc3n(C)c(=O)c4sccc4n23)c1 | -14.3%
3 | c1ccc(C2=NOC3(CCN(C4CCCCC4)CC3)C2)cc1 | ?
4 | CC(=O)c1cccc(NC(=O)CCc2nc3cccnc3n2Cc2cccs2)c1 | ?
5 | CC(=O)c1ccc(N2CCN(S(=O)(=O)c3ccc(-c4cc(C)no4)s3)CC2)cc1 | 7.6%
6 | Cc1c(Cl)cccc1NC(=O)c1ccc2c(c1)CCCN2S(C)(=O)=O | 6.7%
7 | CCOc1ccc(C(=O)/C=C/c2cn(CC(O)CN3CCCCCC3)c3ccccc23)cc1 (configuration not stated) | 12.6µM*
8 | Cc1ccc(NC(=O)C2CCN(c3cc(C(F)(F)F)ncn3)CC2)cc1F | ?
9 | Cc1ccc(C(=O)COC(=O)C(CC(C)C)NC(=O)C2CCC(C)CC2)cc1 (configuration not stated) | 10.8%
10 | Cn1cnnc1-c1nn(C)c2c1CN(C(=O)c1n[nH]c3ccccc13)CC2 | ?
11 | CCOc1ccccc1CNC(=O)C1CCN(S(=O)(=O)c2c(C)noc2/C=C/c2ccccc2F)CC1 | ?
12 | CCN(C1CCOCC1)C1CN(C(=O)c2ccnn2C)C1 | -5.4%
13 | Cc1cc2c(cc1S(=O)(=O)N1CCC(C)CC1)OCC(=O)N2 | -1.3%
14 | CC(C)NC(=O)N(C1CC1)C1CCOC2(CCN(C(=O)NCc3ccccc3)CC2)C1 (configuration not stated) | 9.5%
15 | CCCN(CC1CCOC1)S(=O)(=O)c1ccc(OC)cc1 (configuration not stated) | i[5.79 µM]
16 | Cc1cccc(N2CCN(C(=O)c3ccc(NC(=O)c4nsc5ccccc45)cc3)CC2)c1C | 52.8%[activator][5.79 µM]
17 | Cc1cccc(-n2c(SCC(=O)Nc3ccccc3Cl)nc3n[nH]c(C)c3c2=N)c1 | i
18 | CCCS(=O)(=O)NCCc1noc(C)n1 | -5.3%
19 | COc1ccc(C(CC(=O)N(C)Cc2cc(C)no2)c2ccccc2)cc1 (configuration not stated) | -5.8%
20 | Cc1ccc(-n2c(=O)c3c(cnn3C)n(CC(=O)Nc3cccc(Cl)c3)c2=O)cc1 | ?
21 | O=C(Nc1ccc(=O)n2c1[C@@H]1C[C@@H](CN(C(=O)Nc3ccc(F)cc3)C1)C2)c1ccc2c(c1)OCO2 | ?
22 | Cc1cc2cc(-c3c(C)noc3C)nc(-c3ccnn3C)c2o1 | i
23 | CS(=O)(=O)N1CC2(CCCN(Cc3cccnc3)C2)Cc2ccccc21 (configuration not stated) | ?
24 | N#Cc1ccc(S(=O)(=O)N2CCC3(CC2)CC2C(=O)NCCN2C3)cc1 (configuration not stated) | 8.3%
25 | COc1cc(NC(=O)c2cc(C3CC3)nc3c2c(C)nn3-c2ccc(C)cc2)cc(OC)c1 | ?
26 | COc1ccc(-c2nnc([C@H]3CCN(Cc4cccc(C#N)c4)C3)o2)cc1 | 14.1µM*
27 | COc1ccc(S(=O)(=O)Nc2c(C)n(C)n(-c3ccccc3)c2=O)cc1Br | 16.8%
28 | CCCCOc1c(CNC(C)c2ncccc2C)cccc1OC (configuration not stated) | 5.62µM*
29 | Cc1noc(-c2cn(C3CCN(C(=O)c4ccc(F)cc4Cl)CC3)nn2)n1 | i
30 | O=C(Cc1c[nH]c2ncc(-c3ccccc3Oc3ccccc3)cc12)NCc1cccnc1 | i
31 | O=C1NCc2ccccc2CC12CCN(Cc1ccc(Br)cn1)C2 (configuration not stated) | -17.0%
32 | CCOc1ccc(CC(=O)NCc2nnc3ccc(-c4ccc(C)cc4)nn23)cc1 | ?
33 | CCOC(=O)c1c(-c2ccccc2)csc1NC(=O)c1cc(-c2ccc(Br)cc2)on1 | 5.4%
34 | C=CCNC(=O)c1cnn2c1CN([S+](C)(=O)[O-])CC2 | i
35 | COc1ccc(C(=O)N2C[C@@H]3OCC(=O)N(Cc4nccn4C)[C@@H]3C2)cc1 | 11.2%[44.1 µM]
36 | COCC(=O)N[C@@H](Cn1cc(Br)c(=O)[nH]c1=O)C(=O)O | -13.9%[44.1 µM]
37 | Cc1nc(-n2nc(C)c(CCC(C)C)c2C)sc1C(=O)Nc1ccc(Cl)cc1 | -7.1%
38 | CN(Cc1ccccc1)C(=O)C[C@@H]1O[C@H](CNC(=O)c2ccc(F)c(Cl)c2)[C@@H](O)[C@H]1O | 1.0%
39 | COc1cccc(-c2cc3c(=O)n(CCNC(=O)Cc4ccc(Cl)cc4)ccn3n2)c1 | i
40 | O=C(c1cc(-c2cnccc2Cl)c2cccn2n1)N1CCOCC1 | -0.1%
41 | CC1CCN(C(=O)c2ccccc2OCC2CCCN(Cc3ccccn3)C2)CC1 (configuration not stated) | i
42 | CSc1cccc(NC(=O)NC[C@H]2C[C@@H]3CCN2C[C@@H]3CN2CCSCC2)c1 | 10µM*
43 | Cc1cc(C)n(CCCN(C)C(=O)c2cn(Cc3ccc(F)cc3)nn2)n1 | -5.2%
44 | O=c1c(N2CCCCC2)csc2ccc(F)cc12 | -6.4%
45 | Cc1cccc(NC(=O)C2CCCN(S(=O)(=O)c3c(C)noc3/C=C/N(C)C)C2)c1C (configuration not stated) | -23.7%
46 | Cc1cccc(NC(=O)N2CCC(c3noc(-c4ccncc4)n3)C2)c1 (configuration not stated) | 22.0%[5.79 µM]
47 | Cc1nc(N2CCOCC2)c2c(C(=O)NCc3ccc(Cl)cc3)c(C)oc2n1 | i
48 | COc1cccc(CN2C[C@H]3[C@H](C2)[S+](=O)([O-])C(C)(C)C(=O)N3Cc2ccccc2)c1 | 9.4%[44.1 µM]
49 | COc1ccc(-c2nc(C)c(CCNC(=O)C(=O)Nc3ccccc3C#N)s2)cc1OC | 0.3%
50 | O=C(Nc1ccccc1Cl)C1CN(S(=O)(=O)C2CC2)CC12CCCCC2 (configuration not stated) | ?
51 | O=C(c1ccc(C(F)(F)F)cc1)N1CCC2(C1)C(=O)Nc1ccccc12 (configuration not stated) | -7.8%
52 | COc1ccccc1CNCCSc1nnnn1C | i
53 | CCn1ccnc1C1CCN(c2nc3ccccc3s2)CC1 | ?
54 | COc1ccc(N2CC(c3noc(-c4ccccc4C)n3)CC2=O)cc1 (configuration not stated) | 10.0%
55 | COCc1ccc2c(c1)c(OC(C)(C)C(=O)NCCCn1ccnc1)nn2Cc1cccc(OC)c1 | i
56 | Cc1ccc(C2=NN(CC(=O)NCCCN(CC(C)C)CC(C)C)C(=O)CC2)cc1 | ?

(more compounds)
item | mol | Pf Dd2 inh
57 | Cc1cccc(CC(=O)N2CC(Oc3ccccc3-c3noc(C)n3)C2)c1 | -0.9%
58 | CCOC(=O)c1cnn(-c2ccc(C(=O)Nc3ccc(C(C)=O)cc3)cc2)c1N | ?
59 | Cc1ccc(N2CC(c3noc(-c4ccccc4C)n3)CC2=O)cc1 (configuration not stated) | 11.4%
60 | CCNC(=O)c1n[nH]c2c1CN(C(=O)c1cccc(OC(F)(F)F)c1)CC2 | 1.6%
61 | COC1CN(C2CCN(C(=O)c3ccoc3)CC2)C12CCOCC2 (configuration not stated) | -24.1%
62 | COc1ccccc1CCC(=O)N1CCC(N2CC3CC(C2)[C@H]2CCCC(=O)N2C3)CC1 (some centres not stated) | -18.5%
63 | CC[C@H]1CN(C(=O)Nc2cccc(C(F)(F)F)c2)CC[C@H]1CC(=O)N(C)CCC#N | i
64 | CCNC(=O)N[C@H]1CO[C@H]2[C@@H]1OC[C@@H]2Nc1nccc(-c2ccc(-c3ccccc3)cc2)n1 | -28.9%
65 | Cc1noc(C)c1-c1cc2c(c(-c3ccc(F)c(Cl)c3)c1)C(=O)N(C)C2 | ?
66 | CC(=O)NC1CC2(CCN(C(=O)Cc3c[nH]c4ccccc34)CC2)c2ccccc21 (configuration not stated) | ?
67 | COCCN1C(=O)c2ccccc2C(C(=O)Nc2nccs2)C12CCCCC2 (configuration not stated) | ?
68 | O=C(Nc1ccccc1F)N1CCC(N2C(=O)C3(CCCCC3)C2c2ccccc2)CC1 (configuration not stated) | i
69 | COc1ccc(NC(=O)C2(C)COCc3cnc(Nc4ccccc4)nc32)cn1 (configuration not stated) | i
70 | Cn1nc(C2CCNCC2)n(CCc2ccccc2)c1=O | 2.9%
71 | COc1ccc(-c2cc(C(=O)NCc3ccccc3)c3c(-c4ccccc4)[nH]nc3n2)cc1 | 19.0%
72 | COc1ccc2nc([C@H]3CCN(Cc4cccc(C#N)c4)C3)[nH]c2c1 | -2.1%[44.1 µM]

(list continues)
#	Structure	Pf Dd2 inh
73	COc1cc2c(cc1Oc1cccc(N(C)C)c1)NC(=O)C21CCN(C(=O)c2cccnc2)CC1	i
74	Cc1cccc(C)c1NC(=O)c1oc2ccc3c(c2c1C)C(=O)CC(C)(C)O3	-16.6%
75	Cc1ccc(OC2CCN(C(=O)C3CCCN(CC(N)=O)C3)CC2)cc1 (configuration not stated)	-2.5%
76	Cc1cc(-c2cc3c(nc2-c2ccccc2)nc(C(=O)NCCN(C)C)n3C)ccn1	-19.8%[44.1 µM]
77	COc1ccc2nc(CO[C@H]3CN(C4CCC4)C[C@H]3F)[nH]c2c1	-11.1%[44.1 µM]
78	Cc1cc2c(Nc3cccnc3)nc(-c3c(C)noc3C)cc2[nH]1	-8.1%[44.1 µM]
79	O=C(Nc1cccc(C(F)(F)F)c1)N[C@H]1CO[C@H]2[C@@H]1OC[C@@H]2n1nnnc1Oc1ccccc1	10.7%
80	CN(C)C[C@@H]1CN(S(C)(=O)=O)C[C@H]1NC(=O)Cc1ccc(F)cc1	67.1%[activator]
81	NC(=O)COC[C@@H]1CN(Cc2ccco2)C[C@H]1c1ccncc1	6.9%
82	Cc1oc(C(O)c2ccccc2)nc1C(=O)NCc1ccco1 (configuration not stated)	-27.0%[44.1 µM]
83	O=C(c1ccc(Cl)cc1)N1CCC(OC2CCN(Cc3cccnc3)CC2)CC1	i
84	CCc1ccc(S(=O)(=O)c2nnn3c2nc(Nc2ccc(F)cc2)c2cc(Cl)ccc23)cc1	1.26µM*
85	CC(C)OC(=O)c1c(NC(=O)COc2cccc(Br)c2)sc2c1CCCC2	64.0%[activator]
86	Cc1ccc(-n2c(=O)c3c(cnn3C)n(CC(=O)Nc3ccc(C)cc3C)c2=O)cc1	-18.2%
87	Cc1ccccc1Cn1c(=O)n(Cc2ccc3c(c2)OCO3)c(=O)c2oc3ccccc3c21	33.2%[activator]
88	COc1ccc(CCCc2nnc(SCC(=O)Nc3cccc(C)c3)o2)cc1C	51.1%[activator]
89	COc1ccc2c(c1)c(N1CCCC1=O)c(C(=O)Nc1ccccc1C(F)(F)F)n2C	-13.3%
90	O=C(NC1CCN(C(=O)N2CC3CC(C2)[C@H]2CCCC(=O)N2C3)CC1)c1ccc2ncccc2c1 (some centres not stated)	?
91	Cc1ccc(C(=O)NC2CCN(c3ccc(F)cc3)C2=O)cc1C (configuration not stated)	-18.6%
92	O=C(NCc1ccccc1F)C(=O)NCC(c1cccs1)S(=O)(=O)c1cccs1 (configuration not stated)	19.1%
93	O=C(c1cc2n(n1)CC(c1ccc(Cl)cc1)OC2)N1CCc2ccccc2C1 (configuration not stated)	i
94	CCOC(=O)c1cnc2ccccc2c1NCCc1ccc(OC)c(OC)c1	?
95	CCOc1ccccc1C1NC(=O)N(CC(=O)Nc2c(C)cccc2C)C2=C1C(=O)OC2 (configuration not stated)	i
96	CC1(C)CC1(C(=O)N1CCc2c(nc(N)[nH]c2=O)C1)c1cccs1 (configuration not stated)	-22.6%
97	Cc1cc(CNC(=O)[C@@H]2CCC[C@@H](NCc3cccc(Cl)c3)CN(C)C(=O)C2)no1	-6.3%[44.1 µM]
98	CCCCN1C(=O)CC[C@H]2CN(C(=O)Cc3c[nH]c(=O)n(C)c3=O)CC[C@H]21	0.6%
99	COc1ccc2cc(-c3[nH]ncc3CN3CCN(c4cccc(C)n4)CC3)ccc2c1	-6.6%
100	CC(C)C(=O)Nc1ccccc1C(=O)OCc1cc(=O)n2nc(C3CC3)sc2n1	?
101	CCc1nc(N(C)Cc2nccn2Cc2ccccc2)c2cnn(C)c2n1	-22.8%
102	Cc1ncsc1CN1CC(Oc2cccc(C(=O)NCC3CC3)c2)C1	?
103	COCCN1Cc2[nH]nc(-c3ccc(OC)c(F)c3)c2CC1=O	11.2%[44.1 µM]
104	COc1ccc(CNC(=O)C2CCN(S(=O)(=O)c3cn(C)cn3)CC2)cc1	27.6%
105	O=C(NCCC1=CCCCC1)c1ccc2c(c1)N(Cc1ccc(F)cc1)C(=O)c1ccccc1S2(=O)=O	?
106	COCCN1CCC(N2CCN(C(=O)Cc3cccc(F)c3)CC2)C1=O (configuration not stated)	0.7%
107	O=C(Cc1ccsc1)NC1CCN(c2cc(C(F)(F)F)ncn2)CC1	-0.2%
108	CC(C)(C)NC(=O)C[C@@H]1CCNC[C@@H]1Cc1cc(-c2ccc(C(C)(C)C)cc2)on1	3.98µM*
109	COc1ccccc1N1CCN(C(CNC(=O)C(=O)NCc2cccnc2)c2cccnc2)CC1 (configuration not stated)	-4.4%
110	CN1CCN(C(c2ccccc2Cl)c2sc3nc(-c4ccco4)nn3c2O)CC1 (configuration not stated)	i

An excerpt, so the mix of outcomes need not match the whole.
